GPR35 arrestin U2OS – GPR35 antagonists blocking zaprinast-driven arrestin recruitment, primary screen, imaging, U2OS, beta-arrestin-GFP, zaprinast agonist (AID 2058); G-protein coupled receptor 35 (Homo sapiens); inhibition, % at 10 µM; hits with a dose series show IC50 in µM; 0.052% of 290,000 active; U2OS GPR35 beta-arrestin-GFP translocation imaging, zaprinast antagonism; higher % means a stronger effect;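 active = inhibition of at least 50% with at least 30 cells and total cytoplasm GFP at most 10,000,000; inconclusive = under 30 cells or total GFP of 10,000,000 plus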
WT yeast gro inh – growth inhibition of WT strain, primary screen, mitochondrial fusion inhibitor project, WT and mutant strains, chemical genetic; 2.1% of 190,000 active; inhibition, % at 10 µM; AID 1362, 2008; mitochondrial fusion phenotypic screen; in the data active = inhibition above about 58%; tested in S. cerevisiae
NTR1 agonist – agonists of NTR1, primary screen, imaging, U2OS cells, beta-arrestin-GFP, high content (AID 493036); activation, % at 20 µM; NTR1-U2OS beta-arrestin-GFP spot imaging, agonist mode; 0.17% of 330,000 active; Neurotensin receptor type 1 (Homo sapiens), P30989;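 active = activation at or above 40% of the spot to cytoplasm intensity ratio, with at least 20 cells analyzed; inconclusive = wells under 20 cells, flagged as cytotoxic or low count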;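 also: 0% = DMSO without peptide and 100% = 100 nM NTR1 peptide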
Target sequence (P30989 whole entry, looked up): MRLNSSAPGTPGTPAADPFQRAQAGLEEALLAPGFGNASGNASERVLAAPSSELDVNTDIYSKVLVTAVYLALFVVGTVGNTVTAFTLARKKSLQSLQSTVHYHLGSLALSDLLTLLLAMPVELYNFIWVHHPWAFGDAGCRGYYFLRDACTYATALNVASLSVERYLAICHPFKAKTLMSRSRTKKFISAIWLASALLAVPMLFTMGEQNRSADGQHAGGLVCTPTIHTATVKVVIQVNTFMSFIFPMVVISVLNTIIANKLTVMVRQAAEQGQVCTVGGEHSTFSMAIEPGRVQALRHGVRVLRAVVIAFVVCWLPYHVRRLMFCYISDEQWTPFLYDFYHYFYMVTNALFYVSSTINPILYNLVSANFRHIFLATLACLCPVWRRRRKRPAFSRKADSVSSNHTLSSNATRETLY
RSV CPE inhibition – RSV antiviral activity via CPE protection, HEp-2 cells, primary 10 µM value included (AID 2391) | one-dose CPE inhibition, % at 10 µM; IC50 in µM for titrated hits | 0.13% of 310,000 active | HEp-2 cells, RSV-induced CPE inhibition; higher % means a stronger effect; in the data active = a potency from the dose series; inconclusive = CPE inhibition mostly from about 23% at the one dose, without a potency; inactive = the rest, 99 in 100 with CPE inhibition below about 21%; also: strong numbers were not always called active
Autophagy HCS – autophagy modulators in MEF cells, primary screen, imaging, high-content, MEF GFP-LC3 | AID 463193, 2010 | 0.98% of 190,000 active | MEF GFP-LC3 puncta imaging; test concentration mostly 10 µM | calls only at 10 µM (by protocol);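 active = percentage of spot-positive cells more than 3 SD above its plate mean, without a fluorescence outlier flag or 80% toxicity; inconclusive = no clear call, values can overlap the other calls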;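 also: spot-positive cell cutoff set from DMSO-treated cells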
UTI89 phage lysis – inhibition of K1F phage lysis, E. coli UTI89, bacterial capsule biogenesis inhibitors, alamar blue (AID 488966); E. coli UTI89 K1F phage lysis, alamar blue, 2 h; higher % means a stronger effect; one-dose inhibition, % at 100 µM; IC50 in µM for titrated hits; 0.02% of 340,000 active;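 active = phage lysis inhibition, versus mean bacterial control, above a set limit; inconclusive = no clear call, values can overlap the other calls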;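 also: capsule biogenesis inhibitors block K1F phage lysis so surviving cells raise fluorescence; higher fluorescence means more inhibition of phage lysis; actives were called in the ten point dose series up to 300 µM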
AID2073 – inhibitors of Mint1-CaV2.2 protein interaction, biochemical, HTRF (AID 2073). Voltage-dependent N-type calcium channel subunit alpha-1B (Homo sapiens). HTRF protein-protein interaction, Mint1-CaV2.2; higher % means a stronger effect. one-dose inhibition, % at 20 µM; IC50 in µM for titrated hits. 0.19% of 290,000 active; in the data active = inhibition mostly above about 51%, no sharp cut-off; inconclusive = no clear call, values can overlap the other calls; inactive = mostly below about 53%; also: some results filed as inactive read as strong as hits
NS5 inhibitors – Dengue-2 NS5 methyltransferase inhibitors, primary screen, biochemical, confirmation dose response (AID 588689); Genome polyprotein (Dengue virus type 2 (strain 16681-PDK53)); Dengue-2 NS5 methyltransferase capping enzyme assay, biochemical; higher % means a stronger effect; inhibition, % at 25 µM, or IC50 in µM where a hit was titrated; 0.3% of 340,000 active; in the data active = a potency from the dose series; inconclusive = inhibition above about 29% without an active follow-up result
LYP phosphatase – inhibitors of LYP phosphatase, biochemical, fluorescence intensity, uHTS (AID 1779). Tyrosine-protein phosphatase non-receptor type 22 (Homo sapiens). recombinant LYP phosphatase, fluorescence intensity; higher % means a stronger effect. inhibition, % at 11.5 µM; hits with a dose series show IC50 in µM. 0.054% of 290,000 active; in the data active = inhibition above about 50%;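 also: plate controls were vehicle with enzyme for no effect and no enzyme for full effect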
WT yeast gro inh mutant strain – further read-out of WT yeast gro inh, marked with its call; inhibition, %; mitochondrial fusion phenotypic screen, mutant strain inhibition
Autophagy HCS cell loss 18 h – recorded beside Autophagy HCS, whose call it bears; toxicity, %; measured here: cell loss, nuclei count;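 cell loss after 18 h compound exposure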
NTR1 agonist cell count 20 µM – second read-out of NTR1 agonist, no call of its own (marks repeat the call); cell count; measured here: cell count, cytotoxicity flag
NS5 inhibitors pilot replicate – second read-out of NS5 inhibitors, no call of its own (marks repeat the call); inhibition, %; measured here: pilot screen replicate inhibition
Active calls of the source: *; i = inactive; ? = inconclusive; / = not tested or not shown; [ ] = remark or other dose. No enrichment for hits; 2.6% or so of the library scored in one or more.

SMILES | GPR35 arrestin U2OS | WT yeast gro inh | WT yeast gro inh mutant strain | NTR1 agonist | NTR1 agonist cell count 20 µM | RSV CPE inhibition | Autophagy HCS | Autophagy HCS cell loss 18 h | UTI89 phage lysis | AID2073 | NS5 inhibitors | LYP phosphatase | others
CC(C)Cc1nnc(NC(=O)CCC(=O)N2CCN(c3ccc([N+](=O)[O-])cc3)CC2)s1 | -10% | / | / | 0.6 | 61 | 4.9% | / | / | 0.0% | -3% | -5% | -1%
O=C1C2C3CCCC3=C3CCCC3C2C(=O)N1c1ccccc1 (centres undefined) | -4% | -17 | -4 | 0.8 | 53 | -0.4% | i | -10 | 0.0% | -3% | 42% | 7%
COc1ccc(N(CC(=O)N2CCN(c3cccc(Cl)c3)CC2)S(=O)(=O)c2c(C)noc2C)cc1 | -17% | / | / | 2.4 | 56 | 10% | / | / | 0.5% | 6% | -10% | -3%
CC1=C(C(=O)OCc2ccccc2)C(c2ccccc2OS(=O)(=O)c2ccc([N+](=O)[O-])cc2)NC(=O)N1CCCC(=O)O (centres undefined) | / | / | / | 1.1 | 67 | 1.8% | / | / | 0.4% | / | 0% | /
CC(=O)Nc1ccc(C(=O)Nc2nnc(CCc3ccccc3)s2)cc1 | -10% | / | / | 0.0 | 67 | 2.0% | / | / | -0.4% | -2% | -7% | -10%
COc1ccc(N2C(=O)Cc3c2nc(N)c(C#N)c3N)cc1 | 0% | / | / | 1.4 | 56 | 0.0% | / | / | 4.3% | 1% | 1% | -9%
CC1CCc2nc(N)c(C#N)c(-c3cccnc3)c2C1 (centres undefined) | -10% | -11 | -10 | -1.4 | 103 | 0.2% | / | / | 0.0% | 17% | -3% | -1%
COc1ccc(S(=O)(=O)N(C)C)cc1NS(=O)(=O)c1ccc(F)c(F)c1F | 23% | -9 | -8 | -1.4 | 74 | 0.7% | i | 5 | 0.7%[50 µM] | -1% | -2% | -3%
O=C1CCCC(=O)C1C1c2ccccc2CCN1C(=O)CCl (centres undefined) | 27% | / | / | -0.6 | 51 | 1.6% | / | / | / | 4% | / | -5%
Clc1ccc(CN(Cc2ccccc2)C(c2cccs2)c2nnnn2C2CCCC2)cc1 (centres undefined) | 13% | 0 | 4 | 2.3 | 79 | 17% | i | 5 | 1.2% | 3% | -1% | -7%
COc1ccc(C(=O)NCC(=O)OCC(=O)N2CCN(S(=O)(=O)c3ccccc3)CC2)cc1 | 10% | -6 | -15 | -1.2 | 40 | 1.1% | i | 6 | 5.3% | 0% | 3% | -4%
COc1ccc2[nH]cc(CCNC(=O)C3CC(=O)N(c4ccc(Cl)cc4)C3)c2c1 (centres undefined) | -1% | / | / | 2.4 | 39 | 1.4% | / | / | 0.1% | -3% | -9% | -13%
Cc1ccc(N(CC(=O)NCc2ccccn2)S(=O)(=O)c2ccccc2)cc1C | 12% | / | / | -2.4 | 43 | 0.8% | / | / | 0.2% | -2% | -3% | -5%
CCn1c(/C=C/c2cc[n+](C)cc2)nc2ccccc21 | 2% | / | / | 0.3 | 53 | 0.1% | / | / | 0.6% | ? | ? | -5%
CCOC(=O)c1c(S(=O)(=O)N2CCN(C3CCCCC3)CC2)c(C)n(C)c1C | 5% | / | / | 0.8 | 68 | -3.2% | / | / | 0.5% | 5% | 13% | -9%
CC(C)Cc1ccc(CN2CCCC(NC(=O)CCN3CCCCC3=O)C2)cc1 (centres undefined) | 18% | / | / | -0.1 | 64 | 1.9% | / | / | 0.1% | 0% | -7% | -8%
Cn1nc(-c2ccccc2)cc1NC(=O)c1ccc(Cl)cc1 | / | / | / | -5.8 | 70 | 0.7% | / | / | 1.8% | / | 3% | /
CSc1nc(N(C)C)nc(N2CC(=O)N(CCNS(=O)(=O)c3ccc(C)cc3)C2=N)n1 | -13% | -7 | -8 | 9.2 | 61 | 3.3% | i | 1 | 3.6%[50 µM] | 12% | -4% | 6%
CCn1ncc(/C=N/N=C2\CCC3C4CCc5cc(O)ccc5C4CCC23C)c1C (centres undefined) | -14% | 0 | 5 | 9.5 | 72 | 7.8% | i | -27 | 0.7% | 13% | 1% | -5%
O=S(=O)(Nc1ncccn1)c1cc(Cl)ccc1Cl | 10% | / | / | -0.1 | 72 | 1.1% | / | / | 0.1% | -3% | -11% | -3% | NS5 inhibitors pilot replicate=-3.0
Cc1cc(C)n2nc(SCC(=O)NC3CCCCC3)nc2n1 | 9% | / | / | 0.8 | 66 | -0.3% | / | / | 0.0% | -26% | 4% | -12%
COc1ccc(/C=C/C(=O)Nc2ccccc2)cc1S(=O)(=O)N1CCOCC1 | -14% | / | / | 0.7 | 56 | 8.7% | / | / | -0.3%[50 µM] | 10% | -4% | -2%
CCCc1nn(C)c(C(=O)Nc2ccc(Cl)cc2)c1Cl | 5% | 7 | 3 | 0.4 | 52 | 2.5% | i | 3 | -1.6% | ? | 3% | -2%
CCC1(C)Cc2c(sc3nnn(CC(=O)Nc4ccccc4)c(=O)c23)CO1 (centres undefined) | 9% | -6 | 16 | 2.5 | 85 | / | i | 6 | 8.3% | -10% | -3% | -2%
COc1ccc(CNC(=O)N2CCc3ccccc3C2)cc1Cl | -8% | / | / | 0.2 | 86 | -0.2% | / | / | -0.2% | 5% | 1% | -10%
Cc1ccc(-n2c(O)c(C=NC3CCS(=O)(=O)C3)c3ccccc3c2=O)cc1C (centres undefined) | -4% | 13 | 10 | 1.4 | 53 | -0.6% | i | -8 | -0.2% | -5% | -1% | -2%
CC(C)CCN1C(=O)CCC1(C)C(=O)NC1CCCCCC1 (centres undefined) | 1% | 1 | -5 | 1.3 | 88 | -0.3% | i | 8 | -1.1% | -2% | -1% | -1%
Cc1nc2nc(NCc3cccs3)nn2c(C)c1Cl | -5% | 9 | 13 | 3.9 | 55 | 0.1% | i | -11 | 6.9% | 12% | -5% | -5%
CCn1c(SCC(=O)O)nc2ccccc21 | 17% | -5 | -1 | 2.4 | 34 | -2.5% | i | 3 | -0.4% | 2% | 1% | -6%
Cc1cc2nc(-c3ccc4c(c3)CCC4)ccn2n1 | 12% | 25 | 25 | 0.5 | 61 | 0.0% | i | -71 | 0.1% | 18% | 1% | -2%
O=C(COc1ccc(Cl)cc1Cl)NC(=S)Nc1ccc(CN2CCOCC2)cc1 | -11% | / | / | 2.6 | 61 | / | / | / | / | 21% | / | -6%
CCCc1nnc(NC(=O)c2cc(OC)cc(OC)c2)s1 | 16% | 29 | 2 | -1.7 | 79 | 0.9% | i | 15 | 0.3% | 4% | -12% | -15%
CC1CCCCN1S(=O)(=O)CCNC(=O)c1ccccc1 (centres undefined) | / | / | / | 0.7 | 71 | -0.1% | / | / | 1.1%[50 µM] | / | -2% | /
CC(=O)c1ccc(NC(=O)CN2C(=O)COc3ccc(S(=O)(=O)N4CCCC4)cc32)cc1 | 4% | / | / | 1.5 | 60 | 2.3% | / | / | -0.3% | 2% | -13% | -11%
Cc1ccc(S(=O)(=O)NCCc2nnc3ccc(NCCCOC(C)C)nn23)cc1 | -1% | 3 | -4 | 1.1 | 77 | -1.8% | i | 0 | 0.3% | 3% | 4% | -5%
CC(C)(C)c1ccc(NC(=O)C(=O)C2C(=O)Nc3ccccc32)cc1 (centres undefined) | -15% | -15 | -41 | 2.2 | 41 | 12% | i | -11 | 0.1% | -6% | 13% | -1%
CCOc1ccc(OCC(=O)OCn2c(SC)nnc(C)c2=O)cc1 | 7% | -7 | 6 | -0.3 | 65 | 0.0% | i | -1 | i | 3% | -2% | 6%
O=C(COc1ccc(F)cc1)N(Cc1cccc(Br)c1)C1CCS(=O)(=O)C1 (centres undefined) | -11% | / | / | 0.3 | 71 | 1.5% | / | / | -0.1% | 7% | -5% | -16%
CCC1Oc2ccc(C)cc2N(CC(=O)N2CCOCC2)C1=O (centres undefined) | 2% | / | / | -1.4 | 61 | 0.3% | / | / | -0.8% | 5% | -2% | -12%
Cc1cccc(NC(=O)CSCC(=O)N2CCN(Cc3ccc4c(c3)OCO4)CC2)c1 | / | / | / | -0.1 | 75 | -0.8% | / | / | 0.8%[50 µM] | / | -10% | /
Cc1ccc2c(CC(=O)OC3CCOC3=O)coc2c1 (centres undefined) | 17% | 17 | 18 | 2.6 | 71 | 0.6% | i | -35 | 0.4% | 0% | -2% | -9%
O=C(C1CC1)N1N=C(c2ccccc2)CC1(O)C(F)(F)C(F)(F)F (centres undefined) | 3% | / | / | 1.4 | 69 | 0.0% | / | / | 0.9% | 0% | -6% | -3%

A section from the list above:
SMILES | GPR35 arrestin U2OS | WT yeast gro inh | WT yeast gro inh mutant strain | NTR1 agonist | NTR1 agonist cell count 20 µM | RSV CPE inhibition | Autophagy HCS | Autophagy HCS cell loss 18 h | UTI89 phage lysis | AID2073 | NS5 inhibitors | LYP phosphatase | others
CC(=O)c1ccc(NC(=O)CN2C(=O)COc3ccc(S(=O)(=O)N4CCCC4)cc32)cc1 | 4% | / | / | 1.5 | 60 | 2.3% | / | / | -0.3% | 2% | -13% | -11%
Cc1ccc(S(=O)(=O)NCCc2nnc3ccc(NCCCOC(C)C)nn23)cc1 | -1% | 3 | -4 | 1.1 | 77 | -1.8% | i | 0 | 0.3% | 3% | 4% | -5%
CC(C)(C)c1ccc(NC(=O)C(=O)C2C(=O)Nc3ccccc32)cc1 (centres undefined) | -15% | -15 | -41 | 2.2 | 41 | 12% | i | -11 | 0.1% | -6% | 13% | -1%
CCOc1ccc(OCC(=O)OCn2c(SC)nnc(C)c2=O)cc1 | 7% | -7 | 6 | -0.3 | 65 | 0.0% | i | -1 | i | 3% | -2% | 6%
O=C(COc1ccc(F)cc1)N(Cc1cccc(Br)c1)C1CCS(=O)(=O)C1 (centres undefined) | -11% | / | / | 0.3 | 71 | 1.5% | / | / | -0.1% | 7% | -5% | -16%
CCC1Oc2ccc(C)cc2N(CC(=O)N2CCOCC2)C1=O (centres undefined) | 2% | / | / | -1.4 | 61 | 0.3% | / | / | -0.8% | 5% | -2% | -12%
